PKA-R1A act = PKA-R1A complex activation; PKA-R1A dissociation, Cy5-IP20 fluorescence polarization; scaled: DMSO 0%, 113 µM cGMP 100%; activation, % at 11.4 µM; hit rate 0.083% among 340,000;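 active = percent activation above the mean of all tested compounds plus 3 SD, cut at about 19% in these data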;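 also: higher means more PKAc released from R1A so a rise in polarization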
phage Ecoli inh = E. coli growth loss with phage present; hit rate 0.26% among 360,000; growth absorbance; inhibition, % at 11.9 µM; in the data active = inhibition above about 11%
Tat export inh = E. coli Tat transport inhibition. E. coli MC4100 TorA-mCherry Tat export, fluorescence. hit rate 0.036% among 340,000. inhibition, % at 10 µM;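 active = mean replicate inhibition at least 50% and at least half of replicates individually reaching 50%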;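 also: exported cargo escapes ClpAP degradation while cytoplasmic cargo is degraded and loses fluorescence; 0% = median of neutral control wells and 100% = median of NaSCN control wells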
Mot1-301 SUMO = inhibitors of SUMOylation pathway: yeast Mot1-301 growth rescue; S. cerevisiae Mot1-301 growth rescue, ATP luminescence, 38.5C; percent above DMSO median, 100 means doubled; growth rescue, % at 18.8 µM; hit rate 1% among 320,000; AID 2716;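 active = every valid replicate shows activation above 250% relative to neutral control wells; inactive = the rest, any valid replicate at or below 250%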;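 also: OY570 slx delta 5 strain wells were the positive control but not used for scaling; some compounds called inactive have numbers as strong as hits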
MOR-DOR ag = agonists of human mu-delta opioid receptor heterodimerization. P35372+P41143. cells, OPRM1-OPRD1 heterodimerization, luminescence. activation, % at 9.3 µM. hit rate 0.3% among 340,000. AID 504326; in the data active = activation above about 18%;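 also: 0% = vehicle-treated cells and 100% = reference agonist; values of inactives mirror those of a sister screen read the other way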
Target sequence (P35372 whole entry, looked up): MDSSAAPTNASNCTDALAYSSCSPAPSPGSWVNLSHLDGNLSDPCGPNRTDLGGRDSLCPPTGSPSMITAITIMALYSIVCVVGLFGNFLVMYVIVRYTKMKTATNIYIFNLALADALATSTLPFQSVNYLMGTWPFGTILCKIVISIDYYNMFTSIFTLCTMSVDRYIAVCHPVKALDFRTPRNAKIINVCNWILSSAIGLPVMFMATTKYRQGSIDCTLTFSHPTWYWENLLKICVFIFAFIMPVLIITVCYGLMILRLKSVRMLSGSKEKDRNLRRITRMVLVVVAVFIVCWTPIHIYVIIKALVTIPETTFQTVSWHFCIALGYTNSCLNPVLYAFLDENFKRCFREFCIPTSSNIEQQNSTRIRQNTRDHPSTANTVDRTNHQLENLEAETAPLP
Target sequence (P41143 whole entry, looked up): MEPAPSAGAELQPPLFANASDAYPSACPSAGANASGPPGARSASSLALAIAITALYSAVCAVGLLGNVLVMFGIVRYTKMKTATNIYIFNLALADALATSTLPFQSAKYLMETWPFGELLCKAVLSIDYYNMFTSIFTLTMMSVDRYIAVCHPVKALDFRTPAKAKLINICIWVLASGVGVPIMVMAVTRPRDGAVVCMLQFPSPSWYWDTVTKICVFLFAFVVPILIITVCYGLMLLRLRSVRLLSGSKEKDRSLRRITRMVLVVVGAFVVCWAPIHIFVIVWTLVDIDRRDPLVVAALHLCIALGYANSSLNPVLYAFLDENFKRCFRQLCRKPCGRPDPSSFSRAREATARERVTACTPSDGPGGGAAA
OPRM1-OPRD1 inv = mu-delta opioid heterodimer inverse agonism; inhibition, % at 9.3 µM; hit rate 0.21% among 340,000; AID 504357; cell-based MOR-DOR heterodimer luminescence; P35372+P41143; in the data active = inhibition above about 22%, passing the limit was not always enough;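 also: 0% = cells with DMSO and 100% = wells without cells with DMSO; values of inactives mirror those of a sister screen read the other way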
DSG3 Ab inh = inhibitors of pemphigus antibody binding to human desmoglein-3; binding (percent of control), % at 10 µM; hit rate 0.48% among 310,000; P32926; AID 588358; DSG3-coupled beads, scFv-anti-DSG3-GFP binding, flow cytometry; active compounds read low;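 active = binding more than 3 SD below its plate's average and above zero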;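 also: hits lower antibody fragment binding to DSG3; some compounds called inactive have numbers as strong as hits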
AddAB inh = less growth of phage-infected E. coli with AddAB; inhibition, % at 11.9 µM; AID 435030; E. coli expressing H. pylori AddAB, absorbance growth; hit rate 0.29% among 330,000; in the data active = inhibition above about 12%;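 also: 0% = vehicle wells of infected cells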
Ecoli viability = counter-screen for AddAB inhibitors: E. coli growth inhibition. hit rate 0.27% among 330,000. inhibition, % at 11.9 µM. E. coli V3065 growth, OD600 absorbance, 18 h. AID 449728;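 active = inhibition above the campaign's mean inhibition across all tested compounds plus 3 SD, cut at about 9.9% in these data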;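 also: uninfected addAB+ strain grown without phage in ampicillin broth; 0% = DMSO wells and 100% = ciprofloxacin 0.95 µg/ml wells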
PfHsp90 set2 = growth inhibition of yeast expressing Plasmodium Hsp90. S. cerevisiae expressing PfHsp90, BacTiter-Glo ATP, 48 h; yeast lacking PDR1 and PDR3 efflux regulators. inhibition, % at 9.4 µM. hit rate 0.32% among 310,000. AID 504621;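 active = every replicate shows inhibition above about 80%, whatever the replicate mean, limit read from the data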;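 also: 0% = DMSO neutral controls and 100% = 20 µM radicicol positive controls; yeast relying on Plasmodium falciparum Hsp90 in place of its own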
Arr AP2 block = human beta-arrestin and AP2 interaction inhibition; hit rate 0.31% among 340,000; FITC-arrestin peptide / GST-AP2 beads, flow cytometry; AP2 beta2 appendage carries R879A mutation; inhibition, % at 10 µM;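 active = inhibition above a set limit, near 3 SD of compounds lacking own fluorescence, cut at about 54% in these data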;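 also: plate controls were DMSO wells for no effect and 5 µM unlabelled arrestin peptide for full effect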
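test system = AP2 appendage R879A on GSH beads | buffer or medium = PBS plus Tween 20 (0.05%) and BSA (0.1%) | incubation = 12 min plus 1 h, RT | detection = bead flow cytometry, FITC channel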
* marks the source's active call; other numbers are inactive results; · = not tested or not shown. Outcome played no part in choosing rows (roughly 2.8% active in at least one column).

SMILES	PKA-R1A act	phage Ecoli inh	Tat export inh	Mot1-301 SUMO	MOR-DOR ag	OPRM1-OPRD1 inv	DSG3 Ab inh	AddAB inh	Ecoli viability	PfHsp90 set2	Arr AP2 block
Cc1cccc(NC(=O)Nc2ccc([N+](=O)[O-])cc2)n1	3	-0.5	-4	-21	-0.6	3	102	2.1	1.8	-8	-5
CCCCNCC1C(Oc2ccc(Cl)cc2)C(=O)N1c1ccccc1C (stereo unspecified)	-6	3.4	-8	-12	11	-80	110	1.0	1.1	5	0
O=C(Nc1cccnc1)c1ccc(Br)c(S(=O)(=O)N2CCCC2)c1	-3	1.7	-6	1	0.6	-3	·	1.6	2.0	37	1
N#CCc1c(C#N)c(N)nc(N2CCN(c3ccc(F)cc3)CC2)c1C#N	-8	0.6	4	6	1.4	-7	106	2.9	-0.3	·	-8
O=C(Nc1cccnc1)c1cnc2ccccc2n1	-5	1.3	3	320	-4.1	19	110	4.8	-0.9	10	-1
COc1ccc2c(c1)SCC/C2=C\CN1C(=O)CCC1=O	-9	3.7	-3	7	-1.6	9	101	1.6	2.1	-6	5
O=C(COC(=O)c1ccccc1NCCO)NCCC1=CCCCC1	-8	3.2	4	94	-1.6	8	101	1.0	0.1	·	-2
CCOC(=O)c1c(C)[nH]c(C(=O)CSc2nnc(C3CC3)n2N)c1C	13	2.7	-5	·	-0.8	5	·	4.5	-0.8	·	17
CCOc1ccc(CCNC(=O)CN2C(=O)NC3(CCCCCC3)C2=O)cc1OCC	-8	1.8	-3	-5	-2.2	10	95	2.4	-1.4	-26	2
O=C(CNS(=O)(=O)c1ccccc1)Nc1ccc(C(F)(F)F)cc1	10	2.6	1	-3	2.4	-13	105	1.5	1.6	-11	10
CC(C)=CCN1CCN(Cc2cccc3nonc23)CC1CCO (stereo unspecified)	·	2.5	-3	-4	·	·	99	-6.7	-2.6	-4	23
COc1ccccc1Nc1nnc(SCC(=O)N2CCCC2=O)s1	-9	1.9	11	6	-2.3	13	112	0.6	0.4	4	-9
O=C(COC(=O)c1ccc(F)c(S(=O)(=O)N2CCOCC2)c1)c1ccccc1	16	2.1	-1	-5	1.2	-5	110	-0.5	0.9	-12	3
O=C(NCCc1ccccc1)c1nc2nc(-c3cccs3)cc(C(F)(F)F)n2n1	13	2.4	1	-3	-2.1	11	98	1.6	-2.0	-18	4
COCCNC(=O)C(=O)c1c(-c2ccccc2)[nH]c2ccccc12	-3	-1.5	-4	-3	-1.1	6	103	-0.5	1.3	4	-29
CCN(CC)S(=O)(=O)c1ccc(C(=O)OCCNC(=O)c2cccnc2)cc1	-10	1.9	7	360	1.9	-11	108	2.3	-2.2	·	-2
Cn1nc([N+](=O)[O-])nc1Oc1ccc2ccccc2c1	-1	2.3	-7	22	1.3	-7	106	2.6	2.1	-25	33
COC(=O)[C@@]12CCCCN1[C@H](c1ccc(-c3ccc4c(c3)OCO4)c(OC)c1)[C@@H]1C(=O)N(C)C(=O)[C@@H]12	-5	0.1	5	17	1.1	-6	105	2.7	-0.7	-8	11
O=[N+]([O-])c1ccc(Cl)c(-c2ccc(/C=N/n3cnnc3)o2)c1	-11	1.4	0	-1	-2.5	11	98	-0.9	-3.8	0	1
CCN(CC)C1=NC=CC(c2ccccc2)=CC1C (stereo unspecified)	-12	6.0	0	-5	0.4	-2	96	1.7	0.1	8	5
O=C(COC(=O)/C=C/c1ccc(Cl)cc1)NCCN1C(=O)CSC1=O	4	2.4	-3	-13	2.9	-15	102	1.5	1.1	24	13
Cc1ccn2c(=O)c(C(=O)NCCC3=CCCCC3)c(O)nc2c1	-2	-3.2	4	-9	0.0	0	100	0.1	-2.6	13	7
O=C(NCC(c1ccc(F)cc1)N1CCOCC1)c1cccnc1Sc1ccc(Cl)cc1 (stereo unspecified)	-2	5.8	3	2	-1.8	10	106	-2.2	-1.1	-31	-7
CC(C)c1ccc(S(=O)(=O)c2ccc(NN)cc2)cc1	2	2.6	5	·	1.3	-7	97	·	·	-8	51
CC(C)(C)c1ccc(OCCC(=O)NCCc2ccc(S(N)(=O)=O)cc2)cc1	-1	0.9	-4	-4	-2.2	12	118	·	·	-1	16
C#CCNC(=O)C1=C[C@H](c2ccccc2)C[C@H](OCCCCO)O1	2	1.4	-8	116	-2.8	15	100	-1.9	1.8	11	4
Cc1ccc(-n2nnnc2Sc2ccc(S(=O)(=O)NCCN(C)C)cc2[N+](=O)[O-])cc1	-12	2.2	-5	-9	8.7	-44	101	-0.6	-1.2	6	15
CC1CCCCC1N=CC1=C(O)CC(C)(C)CC1=O (stereo unspecified)	9	2.2	1	385*	-0.3	2	92	0.7	3.8	-11	-11
CCC1CCCCN1CCCNC(=O)Cn1c(=O)c2cccn2c2cccnc21 (stereo unspecified)	0	0.6	-1	-4	-2.9	15	112	5.0	0.4	24	-2
O=C(Nc1cccc(Br)c1)C1CCCC1	·	2.7	·	20	·	·	109	1.8	1.2	·	5
Cc1ccc(C(=O)CC(=O)c2cccc(F)c2)c(O)c1	0	4.2	-14	-36	2.8	-17	·	-2.2	-6.6	·	22
Cc1csc(SCC(=O)NC2CCCCC2)n1	1	1.6	-7	1	-4.2	17	·	2.1	-0.6	-2	5
O=C1CSC(c2ccc(Cl)cc2)N1c1cccnc1 (stereo unspecified)	-11	1.5	-15	6	-2.5	13	112	1.7	-2.5	0	-2
CN1CCN(C(=S)SCC(=O)Nc2nc(-c3ccccc3)c(-c3ccccc3)o2)CC1	-8	-1.5	1	3	-1.3	9	101	-2.6	-2.6	-31	12
CCCCn1c(SCC(=O)NC(=O)NCc2ccco2)nc2cc(S(N)(=O)=O)ccc21	-2	0.4	1	-11	0.6	-3	97	0.2	-0.7	0	0
COc1ccccc1/C=N/NC(=O)c1sc(C)nc1C	-4	4.0	-2	-18	-0.5	2	102	3.6	-1.0	-4	40
Cc1cccc2cc(=O)[nH]c(C)c12	1	3.4	-1	-2	-1.8	10	102	-3.5	-2.5	4	-4
COc1ccc(CNC(=O)C(C)N2C(=O)NC3(CCCCCCC3)C2=O)cc1 (stereo unspecified)	-10	5.4	-2	·	-1.2	8	99	·	·	·	-12
Cc1ccc(S(=O)(=O)N2CCC(C(=O)Nc3ccc(S(=O)(=O)N4CCOCC4)cc3)CC2)cc1	-5	3.5	-2	·	-3.6	14	·	·	·	11	-12
CC1(C)Cc2cccc(OCC(=O)Nc3cccnc3Cl)c2O1	2	2.0	1	1	-0.5	3	103	0.2	0.9	4	-6
CSc1ncccc1C(=O)OCC(=O)c1[nH]c(C)c(C(C)=O)c1C	-11	-0.8	-1	-1	-1.9	8	106	0.4	-2.1	·	22
COc1ccc(OC)c(S(=O)(=O)N2CCC(C(=O)NCc3ccc4c(c3)OCO4)CC2)c1	-4	1.5	0	1	-2.8	15	·	0.0	-0.2	-9	14
Cn1c(=O)n(-c2cccc(Cl)c2)c(=O)c2c3c(sc21)COC(C)(C)C3	-2	2.6	-1	-4	-1.1	6	88	0.3	0.4	-6	11
COc1cccc(C(=O)/C=C/Nc2cc(C)ccc2O)c1	-10	-0.3	0	-9	14	-72	106	4.5	1.1	17	-3
CC1Cc2cc(/C(O)=C3/C(=O)C(=O)N(CC4CCCO4)C3c3ccco3)ccc2O1 (stereo unspecified)	0	1.7	-2	-10	-3.0	13	111	2.2	0.4	-2	24
CC(=O)N1CCc2cc(S(=O)(=O)NCCC(=O)N3CCN(Cc4ccccc4)CC3)ccc21	-13	2.3	17	124	-0.2	1	99	2.8	1.8	·	2
Cc1cccc(NS(=O)(=O)c2cnc[nH]2)c1	0	4.2	2	·	-0.4	2	95	1.0	0.3	25	-6
COc1cccc(C(C#N)N2CCCCC2)c1O (stereo unspecified)	0	1.5	-2	-9	-1.9	10	103	-2.5	-1.2	8	-5

Molecules shown so far with an aryl methoxy group (8):
SMILES	PKA-R1A act	phage Ecoli inh	Tat export inh	Mot1-301 SUMO	MOR-DOR ag	OPRM1-OPRD1 inv	DSG3 Ab inh	AddAB inh	Ecoli viability	PfHsp90 set2	Arr AP2 block
COc1ccc2c(c1)SCC/C2=C\CN1C(=O)CCC1=O	-9	3.7	-3	7	-1.6	9	101	1.6	2.1	-6	5
COc1ccccc1Nc1nnc(SCC(=O)N2CCCC2=O)s1	-9	1.9	11	6	-2.3	13	112	0.6	0.4	4	-9
COC(=O)[C@@]12CCCCN1[C@H](c1ccc(-c3ccc4c(c3)OCO4)c(OC)c1)[C@@H]1C(=O)N(C)C(=O)[C@@H]12	-5	0.1	5	17	1.1	-6	105	2.7	-0.7	-8	11
COc1ccccc1/C=N/NC(=O)c1sc(C)nc1C	-4	4.0	-2	-18	-0.5	2	102	3.6	-1.0	-4	40
COc1ccc(CNC(=O)C(C)N2C(=O)NC3(CCCCCCC3)C2=O)cc1 (stereo unspecified)	-10	5.4	-2	·	-1.2	8	99	·	·	·	-12
COc1ccc(OC)c(S(=O)(=O)N2CCC(C(=O)NCc3ccc4c(c3)OCO4)CC2)c1	-4	1.5	0	1	-2.8	15	·	0.0	-0.2	-9	14
COc1cccc(C(=O)/C=C/Nc2cc(C)ccc2O)c1	-10	-0.3	0	-9	14	-72	106	4.5	1.1	17	-3
COc1cccc(C(C#N)N2CCCCC2)c1O (stereo unspecified)	0	1.5	-2	-9	-1.9	10	103	-2.5	-1.2	8	-5

Compound activity as filed in PubChem.
